Growth percent in the NCI-60 one-dose screen (48 h, 10 µM unless noted): 100 = growth as untreated, 0 = no growth, -100 = all killed.
EKVX: EKVX NSCLC. 3% of 71,000 active. AID 1794765
M14: M14 melanoma | 6.2% of 80,000 active | AID 1794745
HOP-62: HOP-62 NSCLC. 3.9% of 80,000 active. AID 1794735
MDA-MB-435: MDA-MB-435 melanoma; 7.8% of 82,000 active; AID 1794794
CCRF-CEM: CCRF-CEM leukemia | 7% of 77,000 active | AID 1794778
HOP-92: HOP-92 NSCLC cells; 6.3% of 71,000 active
RPMI-8226: RPMI-8226 leukemia cells. 7.5% of 77,000 active. AID 1794781
A549/ATCC: A549/ATCC NSCLC | 3.7% of 81,000 active | AID 1794740
The depositor's hits bear a star; / = not tested or not shown; [ ] = remark or other dose. The calls were made as follows: active = growth percent below 10; inactive = the rest.

A first look, 21 compounds:
SMILES	EKVX	M14	HOP-62	MDA-MB-435	CCRF-CEM	HOP-92	RPMI-8226	A549/ATCC
O=C1c2ccccc2C(=O)N1CCP(=O)(c1ccccc1)c1ccccc1	83	111	95	121	99	86	57	88
CN1CCN(Cc2ccc(NC(=O)c3cncc(C#Cc4cnc5ccc(OC6CCOCC6)nn45)c3)cc2C(F)(F)F)CC1	-74*	-91*	-77*	-82*	0.6*	-32*	-21*	-77*
O=C(O)c1ccsc1Cc1cccs1	111	104	/	101	102	81	99	97
CC1(C)CC(=O)c2cc3c(N)c(C(=O)NCc4ccccc4)sc3nc2C1	109	98	96	91	100	60	101	99
COc1ccc(NC(=O)CSc2nnc(-c3cccs3)n2-c2ccccc2)cc1	87	/	32	85	92	86	88	74
O=C(/C=C/Nc1cc(-c2ccccc2)nn1-c1ccccc1)c1ccc(Cl)cc1	89	98	96	94	93	96	68	91
O=c1cc2oc3cc(O)c(O)cc3c(-c3ccccc3O)c-2cc1O	84	77	63	69	11	7.5*	12	108
CC(OCCCl)OCc1ccc2c(c1)OCO2 (stereo not drawn)	110	119	119	103	35	87	98	105
COc1ccc(-c2csc(N=Nc3c(O)[nH]c4ccc(OC)cc34)n2)cc1	84	91	89	89	76	84	81	98
COc1ccc(-c2cc(NC(=O)Nc3ccc4ncsc4c3)no2)cc1	96	106	111	105	106	105	93	103
c1csc(-c2cn3nc(-c4c[nH]c5ccccc45)sc3n2)c1	36	8.8*	27	-38*	11	38	17	35
c1ccc2c(c1)OCc1nccn1-2	/	100	93	109	/	/	113	102
NC(N)=N/N=C(/c1ccccc1)c1ccc(Cl)cc1	61	60	85	-54*	125	/	172	68
CCCCCCNC(=O)n1cc(F)c(=O)[nH]c1=O	74	49	48	43	41	97	50	33
O=C1CC(n2c(O)c(C=Nc3cccnc3)sc2=S)C(=O)N1c1cccnc1 (stereo not drawn)	104	107	100	109	120	120	123	106
C(=N/N=C1c2ccccc2-c2ccccc21)/c1c[nH]c2ccccc12	78	90	86	69	67	80	94	62
OCCC1=CCCCC1	119	102	93	113	94	76	98	/
Cc1nc([P+](c2ccccc2)(c2ccccc2)c2ccccc2)c(S(=O)(=O)Cc2ccccc2)o1	109	103	104	91	66	94	24	102
C[n+]1c2ccccc2c(Nc2ccc(NS(=O)(=O)CCCCN=C(N)N)cc2)c2ccc(N)cc21	/	53	32	88	/	/	49	/
O=C(CN1C(=O)S/C(=C\C(Cl)=C\c2ccccc2)C1=O)NC1CCS(=O)(=O)C1 (stereo not drawn)	82	64	100	66	12	80	22	94
C/C(=N\Nc1nc(-c2ccc(Cl)cc2)cs1)c1nnn(-c2ccc(F)cc2)c1C	98	110	112	99	107	128	103	102

Main list (from the top)
SMILES	EKVX	M14	HOP-62	MDA-MB-435	CCRF-CEM	HOP-92	RPMI-8226	A549/ATCC
O=C1c2ccccc2C(=O)N1CCP(=O)(c1ccccc1)c1ccccc1	83	111	95	121	99	86	57	88
CN1CCN(Cc2ccc(NC(=O)c3cncc(C#Cc4cnc5ccc(OC6CCOCC6)nn45)c3)cc2C(F)(F)F)CC1	-74*	-91*	-77*	-82*	0.6*	-32*	-21*	-77*
O=C(O)c1ccsc1Cc1cccs1	111	104	/	101	102	81	99	97
CC1(C)CC(=O)c2cc3c(N)c(C(=O)NCc4ccccc4)sc3nc2C1	109	98	96	91	100	60	101	99
COc1ccc(NC(=O)CSc2nnc(-c3cccs3)n2-c2ccccc2)cc1	87	/	32	85	92	86	88	74
O=C(/C=C/Nc1cc(-c2ccccc2)nn1-c1ccccc1)c1ccc(Cl)cc1	89	98	96	94	93	96	68	91
O=c1cc2oc3cc(O)c(O)cc3c(-c3ccccc3O)c-2cc1O	84	77	63	69	11	7.5*	12	108
CC(OCCCl)OCc1ccc2c(c1)OCO2 (stereo not drawn)	110	119	119	103	35	87	98	105
COc1ccc(-c2csc(N=Nc3c(O)[nH]c4ccc(OC)cc34)n2)cc1	84	91	89	89	76	84	81	98
COc1ccc(-c2cc(NC(=O)Nc3ccc4ncsc4c3)no2)cc1	96	106	111	105	106	105	93	103
c1csc(-c2cn3nc(-c4c[nH]c5ccccc45)sc3n2)c1	36	8.8*	27	-38*	11	38	17	35
c1ccc2c(c1)OCc1nccn1-2	/	100	93	109	/	/	113	102
NC(N)=N/N=C(/c1ccccc1)c1ccc(Cl)cc1	61	60	85	-54*	125	/	172	68
CCCCCCNC(=O)n1cc(F)c(=O)[nH]c1=O	74	49	48	43	41	97	50	33
O=C1CC(n2c(O)c(C=Nc3cccnc3)sc2=S)C(=O)N1c1cccnc1 (stereo not drawn)	104	107	100	109	120	120	123	106
C(=N/N=C1c2ccccc2-c2ccccc21)/c1c[nH]c2ccccc12	78	90	86	69	67	80	94	62
OCCC1=CCCCC1	119	102	93	113	94	76	98	/
Cc1nc([P+](c2ccccc2)(c2ccccc2)c2ccccc2)c(S(=O)(=O)Cc2ccccc2)o1	109	103	104	91	66	94	24	102
C[n+]1c2ccccc2c(Nc2ccc(NS(=O)(=O)CCCCN=C(N)N)cc2)c2ccc(N)cc21	/	53	32	88	/	/	49	/
O=C(CN1C(=O)S/C(=C\C(Cl)=C\c2ccccc2)C1=O)NC1CCS(=O)(=O)C1 (stereo not drawn)	82	64	100	66	12	80	22	94
C/C(=N\Nc1nc(-c2ccc(Cl)cc2)cs1)c1nnn(-c2ccc(F)cc2)c1C	98	110	112	99	107	128	103	102
COc1cc(OC)c(Br)c(OC)c1	91	104	107	106	80	/	105	101
O=C(Cn1cc(COc2ncnc3c2cnn3-c2ccccc2)nn1)Nc1cccc(Cl)c1	75	96	98	95	91	81	93	97
CC(=O)N(N=O)c1ccc([N+](=O)[O-])cc1Cl	/	65	97	67	47	32	17	62
C=Cn1cc(C(=O)O)c(=O)c2cc(F)c(N3CCN(c4nccc(-c5nccs5)n4)CC3)cc21	-24*	-1.1*	-34*	-38*	15	-33*	-24*	-34*
Cc1cc2ccccc2c[n+]1CC(=O)c1ccc(Cl)cc1	75	86	91	106	106	78	102	92
S=c1[nH]ccn1-c1c(Cl)cccc1Cl	103	98	93	97	77	/	89	29
Cc1ccc(C(C)CO)cc1 (stereo not drawn)	100	102	100	97	122	108	104	102
N#C/C(=C\c1cccc2cnccc12)n1nnc2cc(F)c(F)cc21	69	49	95	31	13	38	29	81
O=C1NC2=C(Cc3ccccc32)C(c2c[nH]c3ccccc23)N1 (stereo not drawn)	/	103	106	104	80	93	/	87
Cc1ccc2c(n1)C(=O)C(Cl)=C(Nc1ccccc1C(C)C)C2=O	96	63	91	/	36	106	/	95
COC(=O)c1ccc2c(c1)C(=O)N(c1cccc(S(N)(=O)=O)c1)C2=O	101	102	97	102	106	101	104	104
CCOC(=O)Nc1cc(N)ncn1	103	116	109	100	102	114	101	103
CS(=O)(=O)Nc1ccc(C(=O)NCc2ccc(N3CCOCC3)cc2)cc1	/	106	95	100	/	111	/	97
OCCCCC(c1ccc(O)cc1)c1ccc(O)cc1	/	111	113	97	93	/	92	92
CCCOC(=O)O[C@H]1CC[C@@]2(C)C(=CC[C@H]3[C@@H]4CC[C@H]([C@H](C)CCCC(C)C)[C@@]4(C)CC[C@@H]32)C1	/	93	102	103	89	86	105	102
O=S(=O)(NS(=O)(=O)c1ccccc1)c1ccccc1	102	98	101	101	102	94	99	98
CC(=O)COc1ccc(Cl)cc1Cl	93	110	110	102	/	91	87	107
CCOC(=O)C(CCN(C)C)c1ccccc1 (stereo not drawn)	101	106	89	107	93	79	98	92
Cn1c(=O)cc(N2CCC[C@@H](N)C2)n(Cc2cc(F)ccc2C#N)c1=O	106	103	97	108	99	101	100	100

2 compounds from above, reduced to RPMI-8226:
Compound	RPMI-8226
CCCOC(=O)O[C@H]1CC[C@@]2(C)C(=CC[C@H]3[C@@H]4CC[C@H]([C@H](C)CCCC(C)C)[C@@]4(C)CC[C@@H]32)C1	105
O=S(=O)(NS(=O)(=O)c1ccccc1)c1ccccc1	99

Going on with the list:
SMILES	EKVX	M14	HOP-62	MDA-MB-435	CCRF-CEM	HOP-92	RPMI-8226	A549/ATCC
O=C(Nc1ccc(OS(=O)(=O)c2ccc(C(F)(F)F)cc2)cc1)C1CCCCCC1	93	103	91	91	87	91	94	88
Cc1c(Nc2nnc(SCC(=O)Nc3sc4c(c3C#N)CCCC4)s2)c(=O)n(-c2ccccc2)n1C	97	103	107	104	99	121	97	106
Fc1ccc(CNc2nc(-c3cccnc3)nc3c2sc(=S)n3-c2ccc(F)cc2)cc1	75	96	86	94	/	93	89	82
N#Cc1c(N)nc2c(-c3nc4ccccc4s3)c(Nc3ccccc3)sc2c1N	94	100	91	116	97	79	97	91
O=C1/C(=C\c2cccn2Cc2ccc(F)cc2)c2ccccc2N1c1c(Cl)cccc1Cl	55	95	92	107	83	66	75	69
O=C(O)C1(C(=O)O)CC=CC1	/	105	94	101	99	/	102	101
COc1cc(CN(c2ccc(Cl)cc2)C2OC(=O)c3ccccc32)cc(OC)c1OC (stereo not drawn)	60	35	45	-45*	66	69	71	40
O=C(O)c1ccc2cc(C(=O)O)ccc2c1	98	98	119	106	129	96	98	99
CC(=O)N1N=C(c2ccc(F)cc2)CC1c1c(C)nn(-c2ccccc2)c1N(C)Cc1ccccc1 (stereo not drawn)	72	77	74	90	74	53	50	56
CC(C)OP(=O)(OC(C)C)/C(C#N)=C/c1c(-c2ccccc2)[nH]c2ccccc12	87	105	92	69	/	90	21	74
CCCCC1COc2cccc3c2N1C=C/C3=C\C(=O)N(C)Cc1ccccc1 (stereo not drawn)	99	106	117	102	97	99	89	100
N#CCCN(CCC#N)c1ccccc1	/	106	112	103	104	93	105	103
CNc1nc(NC)c2cn[nH]c2n1	99	102	104	111	5.4*	85	99	/
O=C([C@H]1C[C@H]1c1ccc(S(F)(F)(F)(F)F)cc1)N1CCN(c2cc(Cl)ccc2C(F)(F)F)CC1	92	91	102	102	96	88	76	82
NC1(C(=O)O)CCCCC1c1ccccc1 (stereo not drawn)	119	110	104	109	95	87	99	96
COc1cc(C(=O)c2cc(C(C)=O)c3c(C)cccn23)cc(OC)c1OC	99	96	100	97	96	110	95	104
Cc1cccc(-c2nnc(Cn3cc(-c4ccccc4)nn3)o2)c1	98	98	107	102	95	102	94	97
Cc1nc2ccccc2c(/C=C/c2ccc(F)cc2)c1C(N)=O	95	103	95	107	94	105	96	98
COc1cc(CN(CCC(=O)c2ccc(Cl)cc2)Cc2ccccc2)cc(OC)c1OC	101	115	121	97	105	105	83	99
CCCCNNC(=O)c1ccc(-c2cccc(F)c2F)cc1	45	/	28	25	27	-3.7*	5.0*	34
CCOC=Nc1nc2c(N=Nc3ccc(OC)cc3)c(N)nn2c(-c2ccc(OC)c(OC)c2)c1C#N	93	97	81	95	63	67	73	86
O=C1Nc2cc(-c3ccc(O)cc3)ccc2/C1=C/c1ccc[nH]1	12	11	24	7.1*	6.0*	11	3.5*	9.1*
O=C(CCCCCNC1=CC(=O)c2ccccc2C1=O)NCCC[Se]c1ccccc1	107	108	139	116	83	63	/	110
Fc1ccc(-c2cn3c(nc4ccccc43)c(-c3ccccc3)n2)cc1	108	109	107	98	/	69	111	91
O=C1NN(C(=O)c2ccccc2)C(c2ccc(Cl)c(Cl)c2)=C/C1=C\c1ccccc1[N+](=O)[O-]	32[6.75 µM]	-28*[6.75 µM]	38[6.75 µM]	58[6.75 µM]	17[6.75 µM]	/	2.3*[6.75 µM]	14[6.75 µM]
Nc1nc(Cl)nc(Cl)n1	96	111	100	103	103	106	98	101
COc1cc(Cc2nn3cc(-c4ccccc4)nc3s2)cc(OC)c1OC	75	91	76	105	98	90	84	95
COc1cc(NC(=O)CSc2nc3ccccc3c(=O)n2Cc2ccccc2)cc(OC)c1OC	89	78	66	100	97	55	/	87
COc1cccc(OC)c1C#N	106	102	106	111	95	86	95	104
O=C(Nc1ccc(-c2nc(N3CCOCC3)c3cccn3n2)cc1)Nc1cccnc1	-13*	-0.7*	-3.4*	3.9*	13	-23*	-12*	1.0*
COc1cccc(-c2c(C#N)c(N)nc3[nH]c(=S)[nH]c(=O)c23)c1	83	100	101	102	114	94	108	102
CCOC(=O)CC1CSC(N/N=C/c2cccc([N+](=O)[O-])c2)=N1 (stereo not drawn)	102	99	90	102	105	101	109	83
CCOCC(C)C(OCC)OCC (stereo not drawn)	/	98	110	99	/	104	104	106
Fc1ccc2c(c1)nc(-c1nnc(-c3cnccn3)o1)c1cccn12	104	102	102	101	97	105	95	93
O=C1OC(c2ccccc2)=N/C1=C\c1ccc2c(c1)OCO2	102	107	93	108	120	99	/	103
